# Tn6 DDE FP – inhibitors of Tn6 peptide binding to fibrin DD(E), primary screen, biochemical, fluorescence polarization, human fibrin, Tn6 probe; Fibrin DD(E) TRITC-Tn6 fluorescence polarization displacement; hit rate 0.21% among 370,000; inhibition, % at 8.3 µM;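 active = inhibition above a per-campaign cutoff: mean of compounds within control limits plus 3 SD, cut at about 15% in these data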;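 note: 0% = median of all compound wells on the plate and 100% = blocking peptide control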
# PLC-beta3 inh – human PLC-beta3 inhibitors, primary screen, biochemical, fluorescence; inhibition, % at 12.2 µM; Purified PLC-beta3, fluorogenic substrate; 1-phosphatidylinositol 4,5-bisphosphate phosphodiesterase beta-3 (Homo sapiens), Q01970; AID 720704, 2013; hit rate 0.18% among 370,000; in the data active = inhibition above about 11%;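 note: 0% = median of compound wells on plate and 100% = full blocker control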
# ARFGAP1 inhibitor – inhibitors of rat ARFGAP1 GAP activity, primary screen, biochemical, fluorescence polarization, GDP tracer; ADP-ribosylation factor GTPase-activating protein 1 (Rattus norvegicus), Q62848; Arfgap1-stimulated ARF1 GTP hydrolysis, GDP FP detection; inhibition, % at 16.5 µM; hit rate 0.26% among 360,000; AID 651572, 2012;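 active = inhibition above a per-plate limit, mean inhibition of low control wells plus 3 SD, cut at about 25% in these data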;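 note: 0% = DMSO wells with enzyme and 100% = wells lacking Arfgap1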
# Target sequence (Q62848 1-136 limits assumed): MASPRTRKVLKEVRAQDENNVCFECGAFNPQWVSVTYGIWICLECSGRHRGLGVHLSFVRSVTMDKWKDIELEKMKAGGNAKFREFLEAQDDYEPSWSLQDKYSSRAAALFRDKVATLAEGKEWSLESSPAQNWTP
#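 Assay system: purified rat His6-Arfgap1 residues 1-136 (GAP domain); Reagent: human Δ17 ARF1 bound to GTP; Dosing: 16.5 µM single point, 1.26% DMSO; Times: GTP hydrolysis reaction 2 h at 25 °C; Signal: FP, GDP Alexa 633 tracer displaced from anti-GDP antibody, 620/688 nm; Measure: % inhibition from polarization.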
# PLCg1 inh – PLC-gamma1 enzyme inhibitors, primary screen, biochemical, fluorescence, purified enzyme | hit rate 0.84% among 370,000 | 1-phosphatidylinositol 4,5-bisphosphate phosphodiesterase gamma-1 (Homo sapiens), P19174 | inhibition, % at 12.2 µM | fluorogenic substrate; in the data active = inhibition above about 9.5%
# SIAE primary – human SIAE inhibitors, primary screen, biochemical, fluorescence polarization, FP-Rh probe, 1536-well HTS. hit rate 0.69% among 370,000. Sialate O-acetylesterase (Homo sapiens), Q9HAT2. inhibition, % at 9.66 µM. SIAE FP-Rh probe binding;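 active = inhibition above a cutoff: mean of compounds within the control limits plus 3 SD of those, cut at about 17% in these data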;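 note: 0% = plate median of compound wells and 100% = probe without SIAE protein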
# Target sequence (Q9HAT2 whole entry, looked up): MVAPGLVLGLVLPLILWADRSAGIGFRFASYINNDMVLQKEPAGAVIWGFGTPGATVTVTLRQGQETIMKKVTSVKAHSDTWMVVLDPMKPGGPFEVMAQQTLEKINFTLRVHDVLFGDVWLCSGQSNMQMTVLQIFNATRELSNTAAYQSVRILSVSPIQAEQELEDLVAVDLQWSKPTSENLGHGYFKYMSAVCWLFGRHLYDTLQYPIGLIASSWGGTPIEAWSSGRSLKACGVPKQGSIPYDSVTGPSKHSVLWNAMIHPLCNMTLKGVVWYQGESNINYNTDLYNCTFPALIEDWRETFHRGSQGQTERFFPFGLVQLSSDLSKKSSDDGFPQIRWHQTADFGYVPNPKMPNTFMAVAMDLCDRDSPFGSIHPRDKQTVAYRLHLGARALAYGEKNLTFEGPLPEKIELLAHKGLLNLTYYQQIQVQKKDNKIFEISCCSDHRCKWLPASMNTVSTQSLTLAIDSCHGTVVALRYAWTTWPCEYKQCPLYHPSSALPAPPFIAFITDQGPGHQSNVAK
# ADAM10 inh – human ADAM10 inhibitors, primary screen, biochemical, QFRET, HTS; Disintegrin and metalloproteinase domain-containing protein 10 (Homo sapiens), O14672; recombinant ADAM10, EDANS/DABCYL FRET peptide cleavage, 3 h; inhibition, % at 7 µM; hit rate 0.62% among 370,000; AID 720582, 2013;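 active = inhibition above a per-campaign cutoff equal to the mean of compounds falling between control-based bounds plus 3 SD, cut at about 20% in these data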;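 note: 0% = DMSO wells while the 100% control is not disclosed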
# ADAM17 inh – ADAM17 inhibitors, primary screen, biochemical, QFRET; AID 720648, 2013; Disintegrin and metalloproteinase domain-containing protein 17 (Homo sapiens), P78536; hit rate 0.83% among 370,000; inhibition, % at 6.95 µM; recombinant ADAM17, EDANS/DABCYL FRET peptide cleavage;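 active = inhibition above the mean of compounds lying between control limits plus 3 SD, set per campaign, cut at about 8.5% in these data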;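 note: 0% = DMSO-only wells as the low control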
# TDP2 absorb – human TDP2 enzyme inhibitors, primary screen, biochemical, epi absorbance, recombinant enzyme. Tyrosyl-DNA phosphodiesterase 2 (Homo sapiens), O95551. T5PNP hydrolysis, p-nitrophenol absorbance 415 nm. inhibition, % at 12.8 µM. hit rate 0.34% among 370,000;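 active = inhibition above the mean of all tested compounds plus 3 SD, set per campaign, cut at about 25% in these data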;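 note: 0% = DMSO with enzyme and 100% = buffer with substrate but no TDP2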
# Target sequence (O95551 whole entry, looked up): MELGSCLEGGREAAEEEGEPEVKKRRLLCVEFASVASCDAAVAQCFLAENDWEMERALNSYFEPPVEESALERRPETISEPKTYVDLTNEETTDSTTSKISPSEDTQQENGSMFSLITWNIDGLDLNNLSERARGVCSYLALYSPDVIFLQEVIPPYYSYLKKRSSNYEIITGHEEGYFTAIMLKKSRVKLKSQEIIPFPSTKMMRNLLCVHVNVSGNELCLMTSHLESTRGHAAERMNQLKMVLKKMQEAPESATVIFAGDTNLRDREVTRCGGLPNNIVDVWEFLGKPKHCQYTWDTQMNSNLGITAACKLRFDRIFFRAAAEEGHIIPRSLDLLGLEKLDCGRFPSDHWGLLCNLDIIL
#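 System – recombinant human TDP2 · Amount – 120 nM TDP2 per well · Buffer or medium – Mg2+-containing Tris-HCl buffer, pH 7.5 · Reagent – T5PNP substrate, 5 mM · Dosing – 12.8 µM single point, 1% DMSO · Incubation – 2 h at 37 °C · Measured by – epi absorbance · Read-out basis – percent inhibition · Benchmarks – high control without enzyme, low control DMSO plus TDP2 · Repeats – singlicate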
# ASAP1 inh – inhibitors of human ASAP1 ArfGAP activity, primary screen, biochemical, fluorescence polarization. Arf-GAP with SH3 domain, ANK repeat and PH domain-containing protein 1 (Homo sapiens), …. ASAP1-stimulated ARF1 GTP hydrolysis, GDP FP detection. inhibition, % at 16.5 µM. hit rate 0.19% among 360,000. AID 624377, 2012; in the data active = inhibition above about 25%;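 note: 0% = vehicle with enzyme and substrate and 100% = no enzyme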
# Tn7 DDE FP – inhibitors of Tn7 peptide binding to fibrin DD(E), primary screen, biochemical, fluorescence polarization, human fibrin, Tn7 probe; inhibition, % at 8.3 µM; AID 720508, 2013; FP displacement of FITC-Tn7 peptide from fibrin DD(E); 0% = median of compound wells per plate; hit rate 0.13% among 370,000;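 active = inhibition above the mean of compounds falling within the control limits plus 3 SD of them, cut at about 14% in these data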;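 note: 0% = plate median of compound wells and 100% = 10 µM Aha-Tn7 peptide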
#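 Assay system: Fibrin-DD(E) protein isolated from polymerized human fibrin clots; read-out basis: percent inhibition; medium: Tris/NaCl/CaCl2 buffer, pH 7.8; signal: FP measurement; incubation: 10 min plus 3 h, room temperature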
# * marks the source's active call; other numbers are inactive results; i = inactive; . = not tested or not shown. Rows were taken by chance. About 3.6% of those tested had a hit in this group.
SMILES,Tn6 DDE FP,PLC-beta3 inh,ARFGAP1 inhibitor,PLCg1 inh,SIAE primary,ADAM10 inh,ADAM17 inh,TDP2 absorb,ASAP1 inh,Tn7 DDE FP
COc1ccc(NC(=O)CSc2nnc(NC(=O)c3ccccc3C(=O)O)s2)cc1,-6.1,1.7,1.6,2.7,-2.6,10.9,5.5,-11.3,-6.5,-12.1
O=C(CCCN1C(=O)c2ccccc2C1=O)NCCC1=CCCCC1,-1.8,2.4,0.8,1.6,-3.0,1.0,-1.4,2.8,-9.6,4.2
CCCCN1C=CC(=C2C(=O)c3ccccc3C2=O)C=C1,-6.1,-0.2,5.2,-3.1,-1.3,8.3,1.4,2.2,-5.5,0.1
Clc1ccc(-c2nnc(SCc3ccon3)o2)c(Cl)c1,6.8,3.3,6.5,4.8,-0.7,8.0,2.4,-15.0,9.9,-10.1
Cn1cnnc1SCc1cccc(Br)c1,12.5,1.7,1.6,-2.2,-2.5,-1.7,-4.6,-7.4,2.5,2.9
Cc1cc(=O)oc2cc(OCC(=O)NCc3ccncc3)ccc12,-4.4,-10.7,6.3,-10.7,4.8,-77.8,-27.5,-2.8,-12.0,-0.3
Cc1cccc(N(C)S(=O)(=O)c2ccc3c(c2)NC(=O)CC(=O)N3)c1,0.1,-2.7,3.9,-0.3,0.6,-5.0,-0.6,5.7,-3.1,3.9
O=C(COc1ccccc1)Nc1nnc(S(=O)(=O)N2CCCCCC2)s1,0.3,-3.4,-6.2,1.1,-1.5,-11.0,-3.3,1.2,-8.2,-2.8
CCOC(=O)C1CCN(C2CCN(C(=O)c3oc4c(F)cccc4c3C)CC2)CC1,-0.9,-8.9,10.5,1.1,-14.8,4.4,-5.5,-0.8,0.2,-2.0
O=C1CC(=O)Nc2cc(S(=O)(=O)N3CCOc4ccccc43)ccc2N1,-10.4,0.1,10.0,2.2,5.7,1.5,-3.6,11.7,6.7,-7.0
CN(C)C(=O)CCc1ccc2c3c([nH]c2c1)[C@]1(C)[C@@H](C(=O)N2CCCCC2)C[C@H](CC(=O)NCCc2ccccn2)C(=O)N1CC3,-1.8,-7.5,5.7,-5.7,-1.9,-16.3,-10.4,-3.6,-7.1,-3.4
CN1CCNC(=O)C1CC(=O)NCC1(c2ccccc2)CCCCC1 (stereo not given),14.7,1.2,-2.2,3.8,-8.4,-0.7,-0.5,4.5,-2.5,-10.6
Cc1cn(S(=O)(=O)c2ccc(Br)cc2)cn1,9.7,-1.2,-4.3,0.5,1.1,2.2,-2.1,-4.7,-2.6,4.2
CN1C(=O)c2cc(NC(=O)Nc3ccccc3)ccc2OC[C@H]2O[C@@H](CC(=O)NCc3ccc(-c4ccccc4)cc3)CC[C@@H]21,-5.5,2.1,.,2.6,-13.0,11.6,0.9,10.5,.,0.9
CCOP(=O)(OCC)C(Nc1ccccc1)c1cc(OC)ccc1OC (stereo not given),5.9,-1.8,-2.1,1.0,3.4,-1.5,0.1,-6.8,0.9,5.7
Cc1ccc(Nc2nc(N)nc(CSC(=S)N3CCN(c4ccccc4)CC3)n2)cc1,1.7,-2.3,6.9,1.6,2.3,-4.1,0.8,-6.7,-5.9,5.5
CC1(C)CC(=O)C=C(CN2C(=O)c3ccccc3C2=O)C1=O,4.6,-4.3,-7.1,-0.8,-2.1,5.3,-0.2,-1.5,9.0,-4.9
O=C(O)c1ccc2c3n(nc2c1)-c1ccc(Cl)cc1CO3,-11.6,-28.8,11.0,-12.7,11.1,-31.5,-9.9,13.1,-16.1,-2.9
O=C(CN1CCCC1)NC12CC3CC(CC(C3)C1)C2,-1.0,1.4,8.6,0.6,-0.5,0.8,0.2,9.6,9.8,-4.4
Cc1c(CC(=O)NCC(=O)N[C@H](Cc2ccccc2)C(=O)O)c(=O)oc2cc(O)ccc12,3.2,i,-5.8,i,3.2,i,i,4.5,-11.2,-0.2
Cc1ccc(-c2nnc(SCC(=O)Nc3ccccc3F)o2)cc1,-0.1,-5.0,-2.8,-1.1,-3.1,-12.9,-1.8,3.2,-15.3,-0.5
COC(=O)[C@]12C[C@H](CC(=O)NCc3ccccc3)C(=O)N(Cc3ccco3)C1=C[C@H](COCc1ccccc1)O[C@@H]2C,-2.6,1.4,.,7.7,-8.9,6.5,10.2*,-9.5,.,-1.5
CCCN(C(=O)COC(=O)COc1c(C)cccc1C)c1c(N)n(Cc2ccccc2)c(=O)[nH]c1=O,-7.2,0.5,3.5,1.9,0.2,7.2,2.4,3.0,-1.6,13.8*
CC(C)CCN(C(=O)Cc1ccc(Cl)c(Cl)c1)c1c(N)n(Cc2ccccc2)c(=O)[nH]c1=O,1.7,-1.8,-1.9,1.1,-1.9,-2.1,-0.1,3.3,-6.9,0.3
N#Cc1c(SC(C(=O)O)c2ccccc2)nc2c(c1-c1cccs1)CCCC2 (stereo not given),-0.1,-20.4,-10.0,-6.4,-7.1,-2.7,-7.1,5.8,-7.1,2.3

# Complete entries as entered above. Values in the order: Tn6 DDE FP | PLC-beta3 inh | ARFGAP1 inhibitor | PLCg1 inh | SIAE primary | ADAM10 inh | ADAM17 inh | TDP2 absorb | ASAP1 inh | Tn7 DDE FP
# `Cc1cc(=O)oc2cc(OCC(=O)NCc3ccncc3)ccc12` reads -4.4 | -10.7 | 6.3 | -10.7 | 4.8 | -77.8 | -27.5 | -2.8 | -12.0 | -0.3
# `Cc1c(CC(=O)NCC(=O)N[C@H](Cc2ccccc2)C(=O)O)c(=O)oc2cc(O)ccc12` reads 3.2 | i | -5.8 | i | 3.2 | i | i | 4.5 | -11.2 | -0.2

# The listing continues.
SMILES,Tn6 DDE FP,PLC-beta3 inh,ARFGAP1 inhibitor,PLCg1 inh,SIAE primary,ADAM10 inh,ADAM17 inh,TDP2 absorb,ASAP1 inh,Tn7 DDE FP
O=C1N(CCCl)c2ccc(Br)cc2C12OCCO2,-2.1,-4.9,-5.5,0.3,0.6,-6.8,-0.1,5.3,-17.7,0.1
O=C(NS(=O)(=O)c1ccccc1[N+](=O)[O-])c1ccccc1,-1.5,-2.9,-2.9,1.7,0.0,-2.0,1.0,-1.5,10.2,-6.7
CCN(CC)S(=O)(=O)c1ccc(O)c(C(=O)OCC(=O)N2c3ccccc3CC2C)c1 (stereo not given),8.0,-12.2,5.8,-3.6,9.1,-42.9,-16.2,-6.4,1.2,-4.7
[O-]/C(=C(\C(=S)Nc1ccc(Cl)cc1)[n+]1ccccc1)c1ccc(OC(F)F)cc1,4.2,-8.3,10.9,-2.0,2.9,-14.9,-6.4,5.3,9.0,8.3
Cc1ccccc1NC(=O)c1ccc(S(=O)(=O)C(F)F)cc1,-3.0,-5.6,10.0,2.3,7.1,-8.9,-0.8,-11.5,6.2,-1.9
CCOc1ccc(OCCC(=O)OCC(=O)N2CCN(c3ccc(OC)cc3)CC2)cc1,0.9,-4.0,2.5,2.7,3.1,-9.5,-1.3,-7.8,-11.7,6.8
COc1cccc(/C=N/NC(=O)CSc2cccc3cccnc23)c1,4.4,-69.6,1.3,-51.1,4.6,-120.7,-42.7,-10.7,-14.7,6.5
N#C/C(=C/c1ccc(-c2ccc([N+](=O)[O-])cc2)o1)c1nnc(N2CCOCC2)n1-c1ccccc1,9.9,-5.9,-8.7,-6.9,-4.8,-15.7,0.1,-3.1,-1.4,0.7
CCCCN(CC)CCNC(=O)c1cc2c(C)nc3ccccc3c2o1,-1.1,-7.2,-1.5,-3.8,-2.7,-12.5,-6.4,-4.3,9.9,2.1
COc1cc(/C=C2\SC(=S)N(CCC(=O)Nc3ccccn3)C2=O)cc(OC)c1OC,6.4,-7.9,14.4,1.6,-0.5,9.6,-0.5,-8.2,0.5,-8.6
O=C(NCCN1CCOCC1)C(=O)NCc1ccco1,-4.9,2.6,-3.5,2.4,5.1,-4.0,-2.0,-1.0,-9.0,2.8
Clc1cccc(CSc2nccn2-c2ccccc2)c1,-8.1,-0.1,-0.9,0.6,1.2,-5.5,-4.8,-6.4,2.7,-0.8
CCc1cc2cc(C)cc(C)c2nc1SCC(=O)N1CCN(C(=O)c2ccco2)CC1,5.0,2.9,1.3,0.7,-0.2,0.6,-3.3,-5.0,-3.7,7.1
CCCOc1cc(C)c(S(=O)(=O)NCCOC)cc1C,2.4,-2.6,0.7,-1.1,-6.0,-3.9,-1.6,1.8,-17.2,3.5
Cc1ccc2c(c1)C(c1ccncc1)=NNC(c1ccc(F)cc1)=N2,-4.1,-0.2,-1.9,3.5,7.1,-1.8,1.5,-6.4,-2.0,-3.9
COc1ccc(OCC(=O)OCC(=O)NC2CCCCC2C)cc1 (stereo not given),-7.1,-5.8,-3.8,-1.8,5.6,-0.5,1.0,1.9,7.1,1.8
O=C(O)c1ccc(CNC(=O)c2ccccc2NC(=O)c2cccc([N+](=O)[O-])c2)cc1,0.4,-0.4,8.0,5.1,-0.1,-6.8,-4.8,-2.2,-9.3,5.1
Cc1ccc(CN(C)C(=O)CCc2c[nH]c3ccccc23)o1,2.0,-9.0,-2.5,-2.9,6.2,0.3,-7.0,-9.7,8.6,-3.3
Cc1cccc(C(=O)NC(=S)N2CCN(C(=S)NC(=O)c3cccc(C)c3)CC2)c1,1.0,3.1,13.4,-7.8,-8.8,24.0*,2.7,-4.8,-11.2,2.7
CCOc1cccc2sc(N(CCCN(C)C)C(=O)c3ccc(S(=O)(=O)N(CC)Cc4ccccc4)cc3)nc12,-5.4,-4.2,4.4,3.0,7.2,7.3,5.7,-5.0,-0.5,-6.3
Cc1cccc(NC(=O)Cn2nnc(-c3ccccc3F)n2)c1C,-0.2,3.8,.,6.2,2.0,6.5,-2.0,-5.3,.,4.0
CCCn1nnnc1SCC(=O)N1CCOCC1,-0.7,3.0,-10.3,2.4,-0.8,-4.5,0.2,6.8,-12.7,-1.6
COc1ccccc1CN1CC(C(=O)NCc2ccc(C)c(F)c2)CCC1=O (stereo not given),-5.3,-6.4,1.9,0.9,-0.2,-3.2,-2.7,-9.6,-18.2,0.6
